GPR151 ag: activators of human GPR151; activation, % at 11.2 µM; 1% of 650,000 active; Q8TDV0; AID 1508602; PathHunter beta-arrestin GPR151 cells, luminescence; in the data active means activation above about 4.9%;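 further: 0% = median of compound wells and 100% = cells with positive control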
Target sequence (Q8TDV0 whole entry, looked up): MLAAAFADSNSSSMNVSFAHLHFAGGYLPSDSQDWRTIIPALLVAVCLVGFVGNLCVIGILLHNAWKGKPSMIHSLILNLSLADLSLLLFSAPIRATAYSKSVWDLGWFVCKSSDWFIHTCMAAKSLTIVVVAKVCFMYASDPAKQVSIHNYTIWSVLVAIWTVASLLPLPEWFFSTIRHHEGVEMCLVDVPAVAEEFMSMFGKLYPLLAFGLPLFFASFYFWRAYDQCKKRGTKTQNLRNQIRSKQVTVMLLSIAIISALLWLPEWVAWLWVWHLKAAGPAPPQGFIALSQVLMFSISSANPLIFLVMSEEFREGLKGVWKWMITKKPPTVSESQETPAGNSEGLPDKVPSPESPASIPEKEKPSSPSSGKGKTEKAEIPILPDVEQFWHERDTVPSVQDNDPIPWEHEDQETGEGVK
TEAD-YAP block: TEAD-YAP interaction inhibition | HEK-TIYL cells, TEAD-Gal4/YAP UAS-luciferase luminescence | inhibition, % at 9.12 µM | 1.4% of 640,000 active | AID 1259422; in the data active means inhibition above about 32%;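 further: 0% = median of test compound wells and 100% = reference inhibitor wells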
MITF inh: inhibitors of human MITF | O75030 | AlphaScreen MITF homodimerization, bead proximity signal | inhibition, % at 2.6 µM | 0.91% of 650,000 active | AID 1259374; in the data active means inhibition above about 50%;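 further: 0% = vehicle wells with protein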
FBW7 act: activators of human E3 ligase FBW7; normalized activity (activation), % at 26.1 µM; Q969H0; 0.13% of 650,000 active; AlphaScreen FBW7–phospho-cyclin E peptide binding, activator screen; in the data active means normalized activity above about 1.9%;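 further: purified mutant Fbw7 with reduced substrate affinity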
* hit, by the source's call.

SMILES	GPR151 ag	TEAD-YAP block	MITF inh	FBW7 act
CCCn1c(=O)c(C(=O)Nc2cc(C)ccc2C)c(O)c2ccccc21	-0.8	-8	15	0.4
O=C(Cn1ncn2cccc2c1=O)NCc1ccc(F)cc1	-0.7	-34	-8	-0.1
COc1ccc2c(c1)CC(C(=O)NC1CCNC(=O)c3[nH]ccc31)CO2 (stereo not drawn)	1.2	-6	2	-0.1
CCN(CC)CCN1C(=O)C2C(C(=O)Nc3cc(C)cc(C)c3)C3C=CC2(O3)C1C(=O)NC1CCCC(C)C1C (stereo not drawn)	0.5	-7	8	0.0
CC(C)(C)c1ccc(NC(=O)C2CCCN2C(=O)Nc2ccc(F)cc2)cc1 (stereo not drawn)	1.4	5	5	-0.2
CC(=O)NC(=O)c1cc2c(ccc3ccccc32)oc1=Nc1ccc(F)cc1F	-2.0	-10	-4	0.1
Cc1cccc(N2CCN(C(=O)CCn3c(=O)[nH]c4ccsc4c3=O)CC2)c1C	1.5	2	-11	0.0
O=C(Nc1ccc(I)cc1)c1ccncc1	-1.0	-27	-8	-0.1
Cc1nn(C)c(C)c1NC(=O)c1ccc(Br)o1	1.9	-7	5	0.0
COC(=O)c1ccc(NC(=O)COC(=O)c2cc(O)[nH]c(=O)c2)cc1	3.0	-8	1	-0.1
O=C1NCCN(Cc2ccc3ccccc3c2)C1CC(=O)N1CCc2c(Cl)cccc2C1 (stereo not drawn)	-0.4	-4	13	0.1
COc1cc(OC)cc(C(=O)N2CC(=O)Nc3ccc(C)cc3C2c2ccccc2)c1 (stereo not drawn)	0.9	-1	-1	0.0
COc1ccc(C(=O)Nc2ccc(N3C(=O)c4ccc(Cl)cc4C3=O)c(C)c2)cc1OC	1.2	-2	12	0.1
O=C(NCc1nc(-c2cccnc2)n[nH]1)c1ccco1	0.0	-7	0	-0.1
COc1cccc(-c2cc(C(=O)N3CCCC3)no2)c1	-3.8	38*	10	0.1
C=CCC1(CC=C)CCCN1C(=O)CC1C(=O)NCCN1Cc1ccc(F)c(F)c1 (stereo not drawn)	0.0	16	-2	0.0
C=CCOc1ccc(/C=C2\C(=O)N(CCCOC)C(C)=C2C(=O)OC)cc1	0.5	0	0	-0.1
CCCn1ncc(CN2CCC(CO)(Cc3cccc(OC)c3)CC2)c1C	0.1	-8	10	0.0
Cc1cc2ncn(-c3ncccc3[N+](=O)[O-])c2cc1C	-1.3	-6	19	0.3
CCN(CC)S(=O)(=O)c1ccc(C)c(C)c1	3.8	3	-6	0.1
COc1ccc(NC(=O)C(c2ccccc2)N(Cc2ccco2)C(=O)Cc2cccs2)cc1 (stereo not drawn)	1.1	-6	10	0.0
O=C(c1ccccc1)c1cc([N+](=O)[O-])ccc1N1CCCC1	1.2	-18	2	-0.3
O=C(O)CN1C(=O)/C(=C\c2cc3c(cc2[N+](=O)[O-])OCO3)SC1=S	-0.2	-13	17	-0.4
CCc1[nH]n2c(=O)c(Cl)c(C)nc2c1-c1cccs1	7.3*	8	2	0.0
CS(=O)(=O)C1=NN2C(=N)/C(=C\c3ccco3)C(=O)N=C2S1	-1.7	1	-3	0.1

Only MITF inh, for four of the compounds above:
structure	MITF inh
O=C(c1ccccc1)c1cc([N+](=O)[O-])ccc1N1CCCC1	2
O=C(O)CN1C(=O)/C(=C\c2cc3c(cc2[N+](=O)[O-])OCO3)SC1=S	17
CCc1[nH]n2c(=O)c(Cl)c(C)nc2c1-c1cccs1	2
CS(=O)(=O)C1=NN2C(=N)/C(=C\c3ccco3)C(=O)N=C2S1	-3

The main list resumes, starting two compounds before the break.
SMILES	GPR151 ag	TEAD-YAP block	MITF inh	FBW7 act
CCc1[nH]n2c(=O)c(Cl)c(C)nc2c1-c1cccs1	7.3*	8	2	0.0
CS(=O)(=O)C1=NN2C(=N)/C(=C\c3ccco3)C(=O)N=C2S1	-1.7	1	-3	0.1
O=C(Cc1cccc(F)c1)NCC1CCC2(CCN(Cc3cccnc3)CC2)O1 (stereo not drawn)	-0.1	3	4	-0.1
CNC(=O)c1c(NC(=O)C2COc3ccccc3O2)sc2c1CCCCC2 (stereo not drawn)	0.0	1	15	0.1
COCCN(Cc1cc2cccc(C)c2[nH]c1=O)C(=O)c1ccccc1F	-0.2	-8	20	0.1
CC(C)C[C@H]1NC(=O)[C@H]2CN(Cc3cnn(-c4ccc(F)cc4)c3)CCN2C1=O	0.5	13	3	-0.2
Cc1cccc(C)c1NC(=S)N(Cc1ccccc1)Cc1cccnc1	0.2	-3	0	-0.1
O=S(=O)(Nc1ccccc1N1CCOCC1)c1ccc2ccccc2c1	0.4	6	5	0.0
CCOc1ccc(NC(=O)CSc2nc(Nc3ccc(F)cc3)c3ccccc3n2)cc1	1.0	18	6	0.0
COc1ccc(Cl)cc1N1C(=O)C2C3C=CC(C3)C2C1=O (stereo not drawn)	1.7	1	-6	0.0
CCSc1ccccc1C(=O)NCCc1ccc(S(N)(=O)=O)cc1	-0.1	2	-1	0.5
CCOC(=O)C(Sc1nc2c(sc(=S)n2-c2ccccc2OC)c(=O)n1-c1ccccc1)C(C)=O (stereo not drawn)	-0.1	-5	3	-0.1
C=CCSc1nc(-c2ccccc2)cc(-c2ccc(Br)cc2)c1C#N	0.6	4	2	0.0
COc1cc(C2C(C(=O)OCc3ccccc3)=C(C)NC3=C2C(=O)CCC3)ccc1O (stereo not drawn)	5.5*	-4	-2	-0.2
Cc1cc(Cl)ccc1OCC(=O)N1CCc2ccccc2C1	-1.7	-10	-3	0.0
O=C(NC1CCN(C(=S)Nc2ccccc2Cl)CC1)c1ccco1	-0.5	9	10	0.2
CC(C)(C)c1ccc(C(=O)NNC(=O)c2ccccc2F)cc1	0.1	-45	-7	-0.1
CCCCSc1nnc2c(n1)OC(c1ccc(-c3ccc(Cl)cc3)o1)Nc1ccccc1-2 (stereo not drawn)	0.9	-5	1	-0.1
Oc1ccc(Cl)cc1/C=N\Nc1nncc(-c2ccccc2)n1	7.4*	-5	-5	0.1
CCOc1ccccc1NC(=O)CCCc1nc(-c2cccc(C)c2)no1	-1.7	5	-3	0.0
Cc1ccc(NC(=O)/C=C/c2cccc([N+](=O)[O-])c2)cc1Cl	0.4	3	9	0.1
CC(C)(C)NC(=O)c1ccccc1NS(=O)(=O)c1ccc([N+](=O)[O-])cc1	-0.4	15	9	0.1
O=[N+]([O-])c1ccccc1-c1nnc2ccc3ccccc3n12	-1.1	8	-11	0.0
O=C(c1nc2sccn2c1CN1CCC(c2ccccc2Cl)C1)N1CCCCC1 (stereo not drawn)	-0.8	11	2	-0.1
COCCn1c(=NC(=O)c2cc(=O)c3ccccc3o2)sc2ccccc21	1.9	-2	4	0.1
CC(=O)N(C)c1ccc(NC(=O)COc2c(C)cccc2C)cc1	-0.6	-13	-11	-0.1
Cc1ccc(O)c(NC(=O)c2ccc3c(c2)C(=O)N(Cc2ccco2)C3=O)c1	0.8	2	-16	-0.1

Gathered by group, the compounds so far with bromine.
SMILES	GPR151 ag	TEAD-YAP block	MITF inh	FBW7 act
Cc1nn(C)c(C)c1NC(=O)c1ccc(Br)o1	1.9	-7	5	0.0
C=CCSc1nc(-c2ccccc2)cc(-c2ccc(Br)cc2)c1C#N	0.6	4	2	0.0

Remaining list, next part:
SMILES	GPR151 ag	TEAD-YAP block	MITF inh	FBW7 act
Cc1cc([N+](=O)[O-])ccc1N1C(=O)C=CC1=O	0.0	6	6	0.1
NC(=O)c1ccccc1NC(=O)CSc1nnc(-c2ccccc2)n1Cc1ccco1	-0.2	3	3	-0.2
CCc1ccccc1N(C)S(=O)(=O)c1ccc2[nH]cc(C(=O)NC(C)C)c(=O)c2c1	1.0	5	9	0.2
Cc1cccc(C(=O)NNC(=O)c2cccc(Br)c2)c1	-0.4	-7	6	0.0
COc1ccc(/C=N/NC(=S)Nc2ccccc2)cc1	0.0	-40	9	0.4
COc1cc(/C=N/NC(=O)CSc2ccccn2)cc(Cl)c1O	0.7	-7	-13	-0.1
CCN1CCc2c(sc(NC(=S)NC(=O)c3ccnn3C)c2C(N)=O)C1	-1.5	-9	14	-0.1
O=S1(=O)CCN(CN2CCS(=O)(=O)NC2)CN1	-1.1	5	-2	0.1
Cc1c(CCO)c2ccccc2n1Cc1ccccc1	-0.8	1	6	-0.2
Cc1ccc2onc(CC(=O)Nc3ccc(S(N)(=O)=O)cc3)c2c1	-0.4	8	-77	-0.2
COc1ccc(N2CC(NC(=O)NCc3ccc4[nH]c(C)cc4c3)CC2=O)cc1OC (stereo not drawn)	-0.6	2	7	0.0
O=C(CC1CCCC1)Nc1cccc(N2CCC(NCc3ccc4c(c3)OCO4)CC2)c1	2.1	3	4	-0.2
O=C1C(=O)N(Cc2ccccc2)C(=O)N1CCN1C(=O)c2ccccc2C1=O	0.7	5	3	0.1
O=C(COc1ccc(Cl)cc1)Nc1nnc(-c2cccnc2)o1	0.3	16	22	0.0
COc1ccccc1N1CCN(C(=O)Cc2cccc3ccccc23)CC1	0.3	3	-5	-0.1
CCCCOc1ccc(C(=O)Nc2ccc3nc(SCC(=O)Nc4c(C)cc(C)cc4C)sc3c2)cc1	-0.7	-3	14	0.6
CC(=O)c1cccc(NC(=O)c2cc(C3CC3)on2)c1	-0.4	-41	-7	0.0
Cc1ccc(-c2nc3ccccc3o2)cc1NC(=O)c1ccc(Cl)c(Cl)c1	0.6	6	5	0.2
O=C(Cc1ccc(Cl)cc1Cl)N1CCn2c(nnc2C2CC2)C1	0.7	2	9	0.2
CCC(=O)N1CCc2cc(S(=O)(=O)NCCCN3CCCC(C)C3)ccc21 (stereo not drawn)	0.6	-5	4	0.1
CC(=O)N(CCC(c1ccccc1)c1ccco1)Cc1ccco1 (stereo not drawn)	-1.4	-3	-2	-0.1
CCOC(=O)c1cccc2c1S(=O)(=O)CCC2=O	-0.6	12	6	0.2
CCCc1cc(=O)oc2cc(OCc3ccc(Br)cc3)ccc12	-1.3	6	10	0.3
Cc1cccc(N2CCN(C(=O)Cn3c4ccccc4c4nc(=O)cc(C)n43)CC2)c1C	-1.2	4	2	0.0
O=[N+]([O-])c1cccc(C=Nc2cc(Cl)ccc2O)c1O	-0.6	-3	4	0.0
CCN(CC)C(=O)CSc1nnc(CNc2ccc(C)cc2)n1CC	1.9	4	0	0.1
CN(c1ccc(C(=O)Nc2ccccc2C(=O)N2CCCC2)cc1)S(C)(=O)=O	1.8	15	6	0.0
COc1ccc(OC)c(NC(=O)CCC2CCCCC2)c1	-1.9	-13	17	0.0
CC(C)C(=O)NNC(=O)c1ccc(C(C)(C)C)cc1	-0.5	-32	7	0.2

Single entries from above:
MITF inh with CC(C)(C)c1ccc(NC(=O)C2CCCN2C(=O)Nc2ccc(F)cc2)cc1 (stereo not drawn) → 5
GPR151 ag with COCCn1c(=NC(=O)c2cc(=O)c3ccccc3o2)sc2ccccc21 → 1.9
TEAD-YAP block with COc1cccc(-c2cc(C(=O)N3CCCC3)no2)c1 → 38*
TEAD-YAP block with COc1ccc(N2CC(NC(=O)NCc3ccc4[nH]c(C)cc4c3)CC2=O)cc1OC (stereo not drawn) → 2

Screening data: PubChem BioAssay, The Scripps Research Institute Molecular Screening Center
